# KB-3-1 cytotox – qHTS assay for MDR1-selective chemotherapeutics: Primary screen using the parental adenocarcinoma cell KB-3-1; KB-3-1 viability, CellTiter-Glo ATP luminescence, 72 h; Potency, µM (series often up to 46.1 µM), for inactives: at the highest dose activity change, negative = cytotoxic, hits mostly cytotoxic; actives 1.4% (n = 400,000); AID 1347075, 2019; further: potency means the concentration at half of the fitted maximal effect; on the % scale 0 is the no-effect control and ±100 the full control effect; nearly all actives have a fitted effect of over 60% in size
#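 Parental KB-3-1 adenocarcinoma cells in phenol-red-free DMEM with 10% FBS were pin-treated with compounds at several concentrations, incubated 72 h at 37 °C, and viability read by CellTiter-Glo luminescence; concentration-effect curves were fitted after normalization.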
# HepG2 tox – qHTS for Inhibitors of TGF-b: Cytotox Counterscreen | AID 588856, 2011 | actives 0.76% (n = 410,000) | Potency, µM (series often up to 46.1 µM), without a hit: at the highest dose activity change, negative = cytotoxicity, hits mostly cytotoxic | HepG2 CAGA-GFP viability, ATP luminescence, 18 h; further: potency means the concentration at half of the fitted maximal effect; some results filed as inactive show a strong effect at the top dose
#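 CellTiter-Glo luminescence gave cytotoxicity after 18 hours at 37 degrees C. The cells were HepG2 CAGA-GFP in 1% FBS DMEM, stimulated with 500 pg/mL TGF-beta after compound addition. %Activity was normalised to no-cell wells (complete cell-killing) and DMSO (no toxicity), and curves were fitted and classified.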
# S2 tox – Viability Counterscreen for Primary qHTS for Inhibitors of ATXN expression | S2 cells (HEK-293 line with an ATXN2-luciferase reporter) viability, CellTiter-Fluor protease fluorescence, 24 h | AID 651635, 2014 | Potency, µM (top dose mostly 56.7 µM), hits mostly cytotoxic | actives 0.49% (n = 400,000); further: potency means the concentration at half of the fitted maximal effect; nearly all actives have a fitted effect of over 40% in size
# MCF10A rerep – A quantitative high throughput screen for small molecules that induce DNA re-replication in MCF 10a normal breast cells; actives 2.9% (n = 350,000); Potency, µM (series often up to 46.1 µM), inactives show top-dose activity, positive = re-replication, most hits filed as activators; MCF 10A DNA re-replication, Hoechst nuclear intensity, 48 h; further: potency means the concentration at half of the fitted maximal effect; % of control where 0% means no effect; nearly all actives have a fitted effect of over 50% in size
# HT1080-NT tox – qHTS for induction of synthetic lethality in tumor cells producing 2HG: qHTS for the HT-1080-NT fibrosarcoma cell line; actives 1.6% (n = 360,000); Potency, µM (titrated, usually from 46.1 µM), for inactives: at the top dose activity, negative = less viability, usual class: cytotoxic; HT-1080-NT fibrosarcoma viability, CellTiter-Glo ATP luminescence, 48 h; AID 686970, 2013;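 further: NT is the 2HG producing partner of a matched IDH1 knockdown line; potency means the concentration at half of the fitted maximal effect; 0% = DMSO-treated cells and -100% = media-only wells without cells; nearly all actives have a fitted effect of over 55% in size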
#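 Read-out is CellTiter-Glo luminescence after 10 minutes at room temperature, following 48 hours' compound treatment of HT-1080-NT cells (750 cells/well, RPMI, 5% FBS, 37 degrees C).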
# IL1B secr inh – qHTS for Inhibitors of Inflammasome Signaling: IL-1-beta AlphaLISA Primary Screen; actives 4.7% (n = 360,000); activity change, % at 57.5 µM; THP-1 LPS/ATP IL-1B secretion, AlphaLISA, 16 h; hits give low values; in the data active means activity change below about -50%; inconclusive means mostly about -30% to -49%; further: on the % scale 0 is the no-effect control and ±100 the full control effect
#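 Secreted IL-1B measured by AlphaLISA bead assay after 16 h compound exposure of THP-1 cells; compounds (final up to 57.5 uM) added 1 h before LPS (250 ng/mL) and ATP (1.25 mM) stimulation; lower signal means less secretion.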
# SW480 rereplic – A quantitative high throughput screen for small molecules that induce DNA re-replication in SW480 colon adenocarcinoma cells; SW480 DNA re-replication, Hoechst DNA content imaging, 48 h; Potency, µM (top dose mostly 46.1 µM), for the others: top-dose re-replication activation, most hits filed as activators; actives 1.8% (n = 340,000); further: potency means the concentration at half of the fitted maximal effect; % of control where 0% means no effect; nearly all actives have a fitted effect of over 55% in size
#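 250 cells/well; 23 nL cpd via pin tool; 48 hr, 37 C, 5% CO2; Hoechst 40 min; imager read of total nuclear intensity, ex 405/em 500-530 nm.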
# HT1080 IDH1KD tx – qHTS for induction of synthetic lethality in tumor cells producing 2HG: qHTS for the HT-1080-IDH1KD cell line. HT-1080 IDH1 knockdown viability, ATP luminescence, 48 h. Potency, µM (titrated, usually from 46.1 µM), without a hit: top-dose activity, negative = toxicity, usual class: cytotoxic. actives 2% (n = 360,000). AID 686971, 2013;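 further: potency means the concentration at half of the fitted maximal effect; 0% = DMSO wells and -100% = cell-free medium wells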
#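 Assay cells: HT-1080 with IDH1 knockdown, 750 per well, RPMI/5% FBS. Exposure: 48 h at 37 °C following 2 h pre-incubation. Read: CellTiter-Glo luminescence; fitted concentration-response, curve class assigned.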
# ATXN2 expr inh – Primary qHTS for Inhibitors of ATXN expression; Potency, µM (titrated, usually from 57 µM), inactives show at the top dose activity change, negative = inhibition, usual class: inhibitors; actives 0.72% (n = 360,000); AID 1745845, 2022; HEK-293 ATXN2-luciferase reporter, luminescence, 24 h; further: potency means the concentration at half of the fitted maximal effect; on the % scale 0 is the no-effect control and ±100 the full control effect; nearly all actives have a fitted effect of over 55% in size
#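 qHTS (up to 57 uM final) was run with 24 h compound exposure of reporter cells at 37 °C. Each well was multiplexed: SteadyGlo luminescence measured ATXN2-luciferase expression after a fluorogenic Gly-Phe-AFC viability readout (25 uM final).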
# Numbers without * were called inactive; i = inactive; ? = inconclusive; · = no result given; [ ] = remark or other dose. Unless noted, the call rests on the fitted dose curve; in most records, active means well fitted curve in the direction sought with a large enough effect; inconclusive means small, poorly fitted or top-dose-only effect, or another doubt; inactive means no such curve, though single readings can be large; an effect the other way counts as inactive or inconclusive.
SMILES,KB-3-1 cytotox,HepG2 tox,S2 tox,MCF10A rerep,HT1080-NT tox,IL1B secr inh,SW480 rereplic,HT1080 IDH1KD tx,ATXN2 expr inh
CCn1cc(-c2n[nH]c(=S)n2-c2ccc(C)cc2Br)c(=O)c2ccc(C)nc21,1.7%,-13.2%,i,-3.1%,-5.5%,5.6,-2.2%,-0.8%,-24.1%
O=C(O)c1ccccc1NS(=O)(=O)c1cccc(-n2sc3ccccc3c2=O)c1,3.8%,-12.4%,i,14.6µM*,-5.3%,-93.1*,?,?,-13.3%
Nc1c(C(=O)Nc2ccccc2Cl)c2ccccn2c1C(=O)c1ccc(Cl)cc1,7.3%,3.9%,i,·,·,·,·,·,2.5%
Nc1nc2nc(-c3ccc(OCc4ccccc4)cc3)cc(C(F)(F)F)n2n1,5.2%,-8.3%,i,?,14.4%,-7.4,?,1.1%,-10.4%
Nc1c(C(=O)c2ccccc2)oc2ccccc12,-3.1%,-15.3%,i,12.6µM*,-10.2%,5.3,?,?,41.1%[activator]
CSc1cccc(NC(=S)N2CCC(N(C)C3CCCCC3)CC2)c1,10.9%,-11.1%,i,17.8%,-1.9%,-27.0,-6.2%,-13.4%,0.7%
COc1ccc(CN2CCNC(=O)C2CC(=O)N(C)C2CCCCC2)cc1OC (configuration not stated),7.7%,-1.6%,i,·,-0.3%,-9.5,·,0.6%,·
N#Cc1ccc(CN2CCN(C(=O)Cn3nc(C(N)=O)c4ccccc4c3=O)CC2)cc1,-11.4%,-7.2%,i,4.0%,-1.6%,-7.6,20.6µM*,-5.4%,-2.3%
CCOC(=O)C1=C(CC)OC(N)=C(C#N)C1c1ccc(NC(C)=O)cc1 (configuration not stated),3.8%,15.1%,i,-5.6%,9.9%,?,-4.5%,12.0%,-0.6%
O=C(CSc1nnc(Cc2cccs2)n1C1CCCCC1)N1CCN(C(=O)c2ccco2)CC1,-0.1%,-21.2%,i,3.1%,8.4%,-17.0,-0.4%,5.0%,10.9%
COc1ccc(N(CC(=O)N2CCc3ccccc3C2)S(C)(=O)=O)cc1Cl,-0.2%,-5.8%,?,4.0%,1.2%,-6.5,6.8%,-4.2%,·
CCOC(=O)[C@H]1[C@H]2COc3ccc(C)cc3[C@@H]2N2C(=O)c3cc(F)c(F)cc3NC(=O)[C@@]12C,?,-15.0%,i,19.0%,0.0%,-18.5,1.9%,0.2%,-7.9%
CC(C)c1ccc(NC(=O)c2cnn3c(C(F)F)cc(-c4ccccc4)nc23)cc1,-1.6%,-0.7%,i,·,·,·,·,·,1.6%
COc1ccc(CNC(=O)c2cc(=O)c3ccccc3o2)cc1,16.2%,4.6%,i,3.2%,-0.4%,28.9,?,13.4%,-7.9%
NC(=O)N/N=C/C=C/c1ccc(F)cc1,7.4%,-14.3%,i,-29.4%,20.3%,·,-10.6%,18.9%,47.2%[activator]

# 7 entries already listed, ordered by length of the SMILES, high to low:
SMILES,KB-3-1 cytotox,HepG2 tox,S2 tox,MCF10A rerep,HT1080-NT tox,IL1B secr inh,SW480 rereplic,HT1080 IDH1KD tx,ATXN2 expr inh
CCOC(=O)[C@H]1[C@H]2COc3ccc(C)cc3[C@@H]2N2C(=O)c3cc(F)c(F)cc3NC(=O)[C@@]12C,?,-15.0%,i,19.0%,0.0%,-18.5,1.9%,0.2%,-7.9%
O=C(CSc1nnc(Cc2cccs2)n1C1CCCCC1)N1CCN(C(=O)c2ccco2)CC1,-0.1%,-21.2%,i,3.1%,8.4%,-17.0,-0.4%,5.0%,10.9%
CC(C)c1ccc(NC(=O)c2cnn3c(C(F)F)cc(-c4ccccc4)nc23)cc1,-1.6%,-0.7%,i,·,·,·,·,·,1.6%
Nc1nc2nc(-c3ccc(OCc4ccccc4)cc3)cc(C(F)(F)F)n2n1,5.2%,-8.3%,i,?,14.4%,-7.4,?,1.1%,-10.4%
CSc1cccc(NC(=S)N2CCC(N(C)C3CCCCC3)CC2)c1,10.9%,-11.1%,i,17.8%,-1.9%,-27.0,-6.2%,-13.4%,0.7%
COc1ccc(CNC(=O)c2cc(=O)c3ccccc3o2)cc1,16.2%,4.6%,i,3.2%,-0.4%,28.9,?,13.4%,-7.9%
NC(=O)N/N=C/C=C/c1ccc(F)cc1,7.4%,-14.3%,i,-29.4%,20.3%,·,-10.6%,18.9%,47.2%[activator]

# Other entries follow:
SMILES,KB-3-1 cytotox,HepG2 tox,S2 tox,MCF10A rerep,HT1080-NT tox,IL1B secr inh,SW480 rereplic,HT1080 IDH1KD tx,ATXN2 expr inh
FC(F)(F)c1ccc(NC(=S)NC2CCCCC2)cc1,?,-39.4%,i,7.6%,?,-99.7*,-4.5%,?,-10.3%
COc1ccc(-c2noc(N3CCN(c4cccc(Cl)c4)CC3)n2)cc1OC,3.7%,-10.2%,?,·,·,·,·,·,-23.9%
COc1ccc2c(c1)sc(=N)n2C,-17.8%,-0.6%,i,?,11.8%,5.5,?,-16.4%,-2.0%
CCOc1cc2c(cc1OCC)C(C(=O)O)C(c1ccc(OC)c(O)c1)N(C)C2=O (configuration not stated),26.5%,4.4%,i,1.5%,14.0%,8.1,-13.5%[9.22 µM],8.6%,-20.7%
Cc1noc(C)c1C(=O)N1CCC1(C)C(=O)NS(=O)(=O)c1ccc(F)cc1F (configuration not stated),0.0%,10.2%,i,·,5.1%,8.2,·,21.6%,12.1%
Cc1nn2c(C)c(C(=O)NCCc3ccccc3)cnc2c1-c1ccccc1,-5.9%,-24.3%,i,·,·,·,·,·,3.7%
COc1ccc(C(=O)c2ccc(N3CCN(C(=O)c4ccc(F)cc4)CC3)c(F)c2)cc1Br,?,10.4%,?,?,-1.6%,?,-0.2%[9.22 µM],-3.7%,?
O=C(CN1CCCc2ccccc21)NCCc1ccc(F)cc1,-0.9%,-2.1%,i,0.5%,-9.3%,-14.1,5.8%,-0.2%,-29.2%
O=C(O)C[C@@H](CNC(=O)COc1ccc2ccc(=O)oc2c1)c1ccc(Cl)cc1,7.6%,13.8%,i,-3.7%,-0.5%,-3.9,?,10.4%,4.5%
Cc1ccccc1NC(=O)N1CCNC(=O)C1CC(=O)Nc1cc(Cl)ccc1Cl (configuration not stated),29.2%,0.0%,i,7.9%,-19.2%,i,-8.8%,-18.7%,-9.2%
CCn1c(SCC(=O)NNC(=O)c2ccccc2)nnc1-c1ccco1,7.6%,-20.8%,i,?,21.9%,8.2,-136.1%[inhibitor],8.7%,0.1%
C=CCOc1ccc(C(=O)Nc2ccc(OCC)cc2)cc1,8.8%,6.6%,i,-7.6%,9.1%,-2.3,4.2%,2.9%,17.4%
O=C(Nc1cccc([N+](=O)[O-])c1)c1ccc(CN2CCOCC2)cc1,5.3%,-10.7%,i,15.3%,4.0%,-8.8,-1.0%,-0.3%,7.7%
CCOC(=O)C1CCN(S(=O)(=O)c2ccc3[nH]c(=O)ccc3c2)CC1,7.3%,-31.4%,?,-8.4%,3.6%,7.7,-17.0%,4.6%,-10.0%
Cn1nnnc1NCc1ccccc1F,2.6%,-0.9%,i,6.4%,3.8%,10.8,-7.3%,-0.8%,·
O=C(CCNC(=O)c1ccc(Cl)cc1)NCc1ccco1,-0.3%,19.9%,i,-2.8%,-0.9%,-0.1,-8.5%,-0.1%,-8.8%
CCn1c(SCC(=O)NC2CCCCC2C)nnc1-c1ccc(OC)cc1 (configuration not stated),-26.5%,-5.1%,i,-2.8%,8.1%,16.6,0.7%,1.7%,-5.7%
O=C(Nc1ccc(Oc2cccnc2)cc1)c1ccccc1F,?,-21.9%,i,1.9%,11.2%,?,-0.8%,1.4%,47.2%[activator]
CCCNC(=O)C1CN(S(=O)(=O)c2ccc(C)cc2)c2ccccc2O1 (configuration not stated),1.6%,-5.2%,i,7.1%,-6.2%,10.2,-13.2%,-3.0%,-8.8%
COc1ccc2c(c1OC)C(=O)OC2c1c(O)nc(SC)n(-c2ccccc2)c1=O (configuration not stated),-13.9%,-25.2%,i,-4.8%,2.0%,2.1,-0.7%[9.22 µM],-0.2%,2.3%
N#Cc1ccc(S(=O)(=O)Nc2ccc3ccccc3n2)cc1,-2.5%,19.0%,i,2.5%,-1.2%,32.8,-18.1%,1.0%,0.2%
COc1ccc(CCC(=O)N2CCCC(Nc3ccc(C)c(C)c3)C2)cc1OC (configuration not stated),-19.9%,-18.0%,i,13.5%,-1.3%,5.6,-8.2%,3.3%,4.2%
CCC(C(=O)Nc1ccccc1C(=O)N1CCCC1)N1C(=O)c2ccccc2C1=O (configuration not stated),15.7%,0.1%,i,-2.1%,8.8%,5.9,-3.7%,-12.9%,-2.0%
CCOc1ccc(S(=O)(=O)NCCCl)cc1,4.2%,-19.1%,i,-8.5%,-3.0%,10.9,0.4%,-3.8%,8.2%
O=C(NCc1cc([N+](=O)[O-])ccc1O)c1cccnc1Sc1ccccc1,10.3%,-0.7%,?,-5.3%,-4.5%,0.6,-3.3%,-9.5%,-17.0%
Cc1nc(CCNC(=O)CC2C(=O)NCCN2CC(C)(C)C)nc2c1CCC2 (configuration not stated),1.9%,-1.2%,i,-1.4%,8.3%,-1.2,-4.2%,19.1%,1.2%
CC(C)c1ccc(NC(=O)C(c2ccccc2)N2CCN(C=O)CC2)cc1 (configuration not stated),-1.8%,-2.2%,i,-0.1%,-7.4%,-13.7,-1.3%,-6.9%,0.4%

# Bioassay records (PubChem BioAssay)

# Outcome played no part in choosing rows; 8.9% or so of the library scored in one or more.
